# High-throughput results: PubChem, Sanford-Burnham Center for Chemical Genomics
# MPTP inh: permeability transition pore inhibition | isolated mouse mitochondria, Ca2+ swelling absorbance, 30 min | inhibition, % at 10 µM | 1.4% of 360,000 active | AID 602449;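 active means inhibition of 50% or more, scaled per plate between neutral and stimulator controls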;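 further: 0% = DMSO wells given calcium and 100% = 1 mM EGTA wells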
# ATG4B inh: inhibitors of human ATG4B cysteine protease; Q9Y4P1; ATG4B cleavage of LC3-PLA2, NBD-HPC fluorescence, 1 h; inhibition, % at 8.33 µM; 0.51% of 340,000 active; in the data active means inhibition above about 40%
# GRIN3A LBD mod: modulators (binders) of human NR3A ligand-binding domain; NR3A LBD differential scanning fluorimetry, Tm shift; 0% = protein alone, 100% = glycine-bound protein; Tm shift relative to glycine control, % at 25 µM; 2.5% of 340,000 active;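 active means melting temperature shift of at least 10% of the positive control shift, at one fixed dose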
# SENP7 block: blocks the human protease SENP7; recombinant SENP7, Z-RLRGG-aminoluciferin luminescence, 40 min; inhibition, % at 5 µM; 1.5% of 330,000 active; AID 434973;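 active means inhibition above about 50% at the single test dose, limit read from the data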;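 further: plate controls were DMSO with enzyme for no effect and no enzyme buffer wells for full effect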
# PfGluPho inh: PfG6PD (Plasmodium falciparum) enzyme inhibition | 0.78% of 350,000 active | PfGluPho enzyme, NADPH resazurin-diaphorase fluorescence | AID 504690 | inhibition, % at 20 µM;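 active means inhibition reaching at least a set limit at 20 µM in the primary screen, cut at about 59% in these data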;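 further: 0% = DMSO wells with substrate and 100% = DMSO wells lacking glucose-6-phosphate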
# SENP8 inh: blocks human SENP8 cleavage of Nedd8 substrate; Q96LD8; recombinant SENP8, Nedd8 substrate fluorescence; inhibition, % at 20 µM; 0.64% of 360,000 active; AID 602440; in the data active means inhibition mostly above about 40%, no sharp cut-off; inactive means mostly below about 27%
# Target sequence (Q96LD8 whole entry, looked up): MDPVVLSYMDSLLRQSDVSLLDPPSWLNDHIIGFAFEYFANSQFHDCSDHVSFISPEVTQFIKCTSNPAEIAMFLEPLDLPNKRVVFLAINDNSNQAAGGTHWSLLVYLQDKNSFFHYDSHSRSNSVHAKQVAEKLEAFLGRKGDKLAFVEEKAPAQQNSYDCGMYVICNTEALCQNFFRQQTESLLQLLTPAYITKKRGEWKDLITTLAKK
# SENP6 block: SENP6 protease inhibition; 1.8% of 330,000 active; Q9GZR1; inhibition, % at 10 µM; AID 2599; Recombinant SENP6 catalytic domain, aminoluciferin luminescence;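 active means inhibition above about 50% at the single tested dose, limit read from the data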;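 further: plate controls were DMSO wells with enzyme for no effect and DMSO wells lacking enzyme for full effect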
# HKDC1 inh: inhibitors of human hexokinase HKDC1 | 0.16% of 340,000 active | inhibition, % at 20 µM | AID 493160 | Q2TB90 | recombinant HKDC1, G6PDH/diaphorase resazurin coupled fluorescence;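 active means inhibition above about 35% when tested at 20 µM, limit read from the data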;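 further: plate controls were DMSO wells with enzyme for no effect and DMSO wells lacking enzyme for full effect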
# Target sequence (Q2TB90 whole entry, looked up): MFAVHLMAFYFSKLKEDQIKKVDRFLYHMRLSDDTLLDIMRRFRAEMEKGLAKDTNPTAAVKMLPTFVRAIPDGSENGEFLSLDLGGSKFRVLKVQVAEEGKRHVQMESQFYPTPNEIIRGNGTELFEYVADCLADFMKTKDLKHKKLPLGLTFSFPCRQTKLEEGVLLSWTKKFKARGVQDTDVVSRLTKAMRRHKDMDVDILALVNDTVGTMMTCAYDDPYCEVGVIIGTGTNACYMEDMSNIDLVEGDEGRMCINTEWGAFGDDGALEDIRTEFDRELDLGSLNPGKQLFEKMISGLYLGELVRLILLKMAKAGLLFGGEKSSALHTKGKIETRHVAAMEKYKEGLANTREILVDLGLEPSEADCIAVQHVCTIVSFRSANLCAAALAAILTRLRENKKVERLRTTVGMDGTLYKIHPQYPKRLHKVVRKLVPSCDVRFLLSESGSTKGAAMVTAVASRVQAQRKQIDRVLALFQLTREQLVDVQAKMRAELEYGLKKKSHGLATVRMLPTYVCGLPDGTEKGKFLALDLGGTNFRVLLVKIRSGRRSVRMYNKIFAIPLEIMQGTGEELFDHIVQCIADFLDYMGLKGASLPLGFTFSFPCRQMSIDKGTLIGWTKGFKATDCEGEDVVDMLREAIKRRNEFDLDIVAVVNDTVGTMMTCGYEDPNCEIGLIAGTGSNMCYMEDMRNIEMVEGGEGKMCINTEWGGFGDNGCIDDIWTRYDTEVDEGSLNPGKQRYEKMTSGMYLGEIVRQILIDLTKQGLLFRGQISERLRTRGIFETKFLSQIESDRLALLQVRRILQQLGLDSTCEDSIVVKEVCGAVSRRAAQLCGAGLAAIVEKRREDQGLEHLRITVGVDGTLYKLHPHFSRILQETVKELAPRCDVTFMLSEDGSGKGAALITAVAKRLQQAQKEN
#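 Assay system – recombinant HKDC1 (HK5) hexokinase enzyme, produced in-house · Input – HKDC1 at 5 µg/mL · Reagent – glucose plus 1 mM ATP as hexokinase substrates · Timing – 90 min reaction incubation at room temperature, dark · Measured by – G6PDH/diaphorase-coupled fluorescence, 1 mM NADP, 100 µM resazurin, 525/613 nm · Benchmarks – DMSO-enzyme wells negative, buffer-substituted wells positive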
# Starred values were filed as active, the others as inactive; · = not tested or not shown.
SMILES,MPTP inh,ATG4B inh,GRIN3A LBD mod,SENP7 block,PfGluPho inh,SENP8 inh,SENP6 block,HKDC1 inh
CC(OC(=O)[C@@H](NC(=O)OCc1ccccc1)C(C)C)C(=O)Nc1ccc(N2CCOCC2)cc1 (stereo partly specified),-1.4,-12,-2,·,-1,17,·,2
CC(C)c1ccccc1OCCCCCN1CCOCC1,0.6,-3,-1,6,13,13,-24,-5
O=C(Nc1nnc(C2=COCCO2)o1)c1ccc(S(=O)(=O)N2CCCC2)cc1,0.7,-13,-1,-4,-19,9,-12,-11
Cc1nc2ccccc2n1-c1nc(-c2ccco2)cc(C(F)(F)F)n1,-0.3,7,1,3,0,-20,-2,11
O=C(NN1C(=O)C2C3C=CC(C4CC34)C2C1=O)c1cccc(Br)c1 (stereo unspecified),2.3,5,-1,-9,-10,14,-16,2
Cc1ccccc1-n1c(=O)c2ccccc2n(CC(=O)NCc2ccco2)c1=O,2.2,8,0,-3,-10,16,-6,1
Cc1ccc2nc(-c3cccc(NS(C)(=O)=O)c3)cc(-c3ccccc3)c2c1,0.4,-10,-2,3,-19,-7,-7,4
CCOc1ccc(Oc2nc(Nc3ccc(C)cc3)nc(N(C)C)n2)nn1,0.1,5,0,-10,-13,37,12,-4
Cc1ccc(/C=N/NC(=O)c2nc3nc(C)cc(C)n3n2)cc1,-0.9,1,-3,-5,-1,3,-7,-7
COc1ccc(-n2nnnc2SCC(=O)Nc2ccccc2N2CCOCC2)cc1,1.1,-5,-1,6,-3,11,8,-7
Cc1ccccc1C(=O)N1CCN(c2ccc(NC(=O)Cc3ccccc3)cc2)CC1,-0.1,-10,-2,-1,13,11,-23,-4
Cc1ccc(CC(=O)NCc2ccc3c(c2)OCO3)cc1,-2.2,-7,4,-2,-1,15,-8,-10
CC1CCN(c2oc(Cc3cccc4ccccc34)nc2C#N)CC1,0.3,-3,3,-2,-15,10,11,-2
NC(=O)CN1C(=O)NC2(CCOc3ccccc32)C1=O (stereo unspecified),0.4,2,0,-5,-2,23,-10,-8
CS(=O)(=O)c1cnc(-c2ccccc2)nc1-c1ccc(Cl)c(Cl)c1,0.4,-3,-1,5,9,16,-15,-12
O=C(Cn1cc([N+](=O)[O-])cn1)Nc1nccs1,2.0,-13,0,0,-15,4,-6,-8
O=C(NCCN1CCOCC1)C12CC3CC(C1)CC(c1ccccc1)(C3)C2,-1.1,-5,-1,0,-2,-6,9,-9
O=C(NCc1cccnc1)C(=O)NCC1OCCCN1S(=O)(=O)c1ccc(F)cc1 (stereo unspecified),-0.1,4,-2,14,-2,10,-15,-4
CC1(C)CC(=O)C(C=NCC2CCCO2)=C(O)C1 (stereo unspecified),-1.5,-4,1,0,-9,8,2,-5
COc1ccc(CCNC(=O)c2cc3c(=O)n4ccccc4nc3n(C3CCCCC3)c2=N)cc1OC,-2.9,-8,2,0,7,-160,-10,-5
S=C(NCCc1ccccc1)NCC1CCCO1 (stereo unspecified),0.4,-8,-5,-6,-9,17,-26,-12
COc1ccccc1N(CC(=O)NCCN1CCOCC1)S(=O)(=O)c1ccc(C)cc1,0.4,-4,-2,9,-2,10,-18,-7
O=C(Cn1c(=O)sc2ccccc21)NCc1ccco1,3.6,-1,6,-5,-5,13,-14,-1
CCc1ccccc1N(CC(=O)NCC1CCCO1)C(=O)CCC(=O)Nc1cc(C)on1 (stereo unspecified),-0.3,-13,1,5,6,4,-6,2
COc1ccccc1NC(=O)c1ccccc1C(=O)N(C)Cc1ccccc1,-0.8,1,-1,14,-6,6,-13,-4
Nc1nc(SCC(=O)Nc2ccc3c(c2)OCO3)n[nH]1,0.1,4,0,-4,17,14,-2,-5
COc1ccccc1NC(=O)COC(=O)c1cnc(C)cn1,0.7,3,0,4,-3,22,3,0
CCc1nnc(NC(=O)c2cc(S(=O)(=O)N3CCN(CC)CC3)ccc2Cl)s1,-2.7,9,-1,·,0,9,·,4
CCc1noc(C)c1C(=O)N1CCOCC1,1.2,-2,2,2,-5,16,-6,2
Cc1onc(-c2ccccc2)c1C(=O)NC(C)C1CCCO1 (stereo unspecified),-1.0,-3,0,2,1,7,-6,-6

# Copied from the list.
# Under MPTP inh, S=C(NCCc1ccccc1)NCC1CCCO1 (stereo unspecified) shows 0.4
# Under SENP6 block, CCc1ccccc1N(CC(=O)NCC1CCCO1)C(=O)CCC(=O)Nc1cc(C)on1 (stereo unspecified) shows -6

# Following part:
SMILES,MPTP inh,ATG4B inh,GRIN3A LBD mod,SENP7 block,PfGluPho inh,SENP8 inh,SENP6 block,HKDC1 inh
O=C(CC(CC(=O)c1ccccc1)c1ccccn1)c1ccccc1,0.9,5,-1,·,-5,24,·,3
C=CCn1c(SCC(=O)NC2CC2)nc2ccccc2c1=O,-1.6,4,-1,-8,-2,5,-2,-7
Cc1c(C)c2ccc(OCC(=O)N[C@@H](Cc3ccccc3)C(=O)O)cc2oc1=O,-1.5,4,-3,·,-9,-228,·,3
COc1ccc(S(=O)(=O)N2CCN(C(=O)c3ccc4ccccc4n3)CC2)cc1,0.4,-10,1,9,14,-26,-6,-2
CCOC(=O)Cc1nnc(NC(=O)Nc2ccccc2)s1,0.1,-2,-6,7,11,17,-10,-3
Cc1ccc(OCC(=O)N/N=C\c2ccc(O)c([N+](=O)[O-])c2)c([N+](=O)[O-])c1,2.5,-3,0,10,11,8,21,-7
COc1ccccc1NC(=O)CSCc1cc(=O)n2c(C)csc2n1,1.0,4,-1,-2,-15,-31,-4,0
O=C(CSc1nncs1)NCc1ccc(F)cc1,1.6,2,-2,5,-12,20,-11,-2
Cc1c(NC(=S)NC(=O)c2ccccc2Br)c(=O)n(-c2ccccc2)n1C,1.0,-3,-3,5,11,7,-3,-8
C=CCC(C(=O)OC)(C(=O)OC)c1ccc([N+](=O)[O-])cc1[N+](=O)[O-],2.4,-14,-2,3,8,42*,18,0
Cc1ccc(NC(=O)Cn2c(O)c(N=NC(=O)c3cc4ccccc4cc3O)c3ccccc32)cc1,-0.3,4,6,·,-20,20,·,-12
CC(C)C1Nc2ccc(C(=O)NCCCN3CCOCC3)cc2NC1=O (stereo unspecified),-0.1,3,0,0,-4,-5,-11,-1
COc1ccc(CCn2c(=N)c(C(=O)NCC3CCCO3)cc3c(=O)n4ccccc4nc32)cc1 (stereo unspecified),-0.8,-7,-5,12,-2,-204,-9,0
COc1ccc(OC)c(CCNC(=O)c2ccc(CS(=O)(=O)c3ccc(Br)cc3)o2)c1,2.8,31,-1,5,14,16,6,-3
COc1ccc(C(=O)c2c(-c3ccc(OC)cc3)oc3ccccc23)cc1,0.2,3,-3,-4,-1,-128,10,4
CNc1cc(NS(=O)(=O)c2ccc(N)cc2)nc(NC)n1,-0.3,6,0,12,-14,-10,-10,-3
Cc1cc(C(C)(C)C)oc1C(=O)N(CC(=O)NC1CCCC1)c1ccc(F)cc1,1.6,-4,-3,-7,-2,8,-10,-3
COc1ccc(/C=C(\NC(=O)c2ccccc2)C(=O)N/N=C/c2sccc2C)cc1,0.6,0,-2,0,10,-105,-3,-4
CN(CCc1nc2ccc(Cl)cc2[nH]1)Cc1nc(CC2CC2)no1,3.7,-10,0,-5,-6,-18,-10,-10
Cc1csc(NC(=O)CSc2nncn2C)n1,1.1,5,1,12,-10,19,1,1
CC(C)(C)c1[nH]ncc1[N+](=O)[O-],-1.7,0,-1,6,-2,9,3,-9
CCCCN(C(=O)c1cccc(N2C(=O)c3ccccc3C2=O)c1)c1c(N)n(CC(C)C)c(=O)[nH]c1=O,-0.1,8,0,-1,-8,8,-5,1
COc1cccc(C2CN(c3ccc(F)cc3F)N=C2c2cccs2)c1OC (stereo unspecified),1.8,-5,0,-12,23,-276,-7,2
O=C(COc1ccc(-c2ccccc2)cc1)NNC(=O)NC1CCCCC1,-1.5,19,-2,-6,-21,-22,-10,-5
COc1ccc(/C=N/Nc2nnc(-c3ncc[nH]3)c3ccccc23)cc1,4.2,36,2,-2,4,-37,-9,-3
CCCC(=O)OCCNc1cc(SCCC(=O)OC)c2nonc2c1[N+](=O)[O-],0.1,-1,0,17,25,24,49,1
CC(C)=CCCC(C)CN(C)CCc1ccccn1 (stereo unspecified),-0.6,-8,-2,-9,7,6,11,14
CCOC(=O)C1(Cc2cccc(OC)c2)CCCN(S(=O)(=O)c2cccnc2)C1 (stereo unspecified),-0.5,3,0,-13,-12,15,-9,-10
CN(C)CCCNC(=O)c1cc(C(=O)Cc2ccccc2)c[nH]1,-1.5,-1,1,3,-14,11,-18,-10
COC(=O)C1Cc2c([nH]c3ccccc23)CN1 (stereo unspecified),3.7,-10,4,2,27,-192,-3,7

# Some of the entries so far, bar-delimited:
compound | MPTP inh | ATG4B inh | GRIN3A LBD mod | SENP7 block | PfGluPho inh | SENP8 inh | SENP6 block | HKDC1 inh
COc1ccc(/C=N/Nc2nnc(-c3ncc[nH]3)c3ccccc23)cc1 | 4.2 | 36 | 2 | -2 | 4 | -37 | -9 | -3
CNc1cc(NS(=O)(=O)c2ccc(N)cc2)nc(NC)n1 | -0.3 | 6 | 0 | 12 | -14 | -10 | -10 | -3
CCCCN(C(=O)c1cccc(N2C(=O)c3ccccc3C2=O)c1)c1c(N)n(CC(C)C)c(=O)[nH]c1=O | -0.1 | 8 | 0 | -1 | -8 | 8 | -5 | 1
CC(C)(C)c1[nH]ncc1[N+](=O)[O-] | -1.7 | 0 | -1 | 6 | -2 | 9 | 3 | -9

# Carrying on:
SMILES,MPTP inh,ATG4B inh,GRIN3A LBD mod,SENP7 block,PfGluPho inh,SENP8 inh,SENP6 block,HKDC1 inh
O=[N+]([O-])c1ccc(N2CCN(CCO)CC2)c2ncccc12,1.2,-1,2,3,-2,3,-6,-4
O=C(COC(=O)CNC(=O)c1ccc(Cl)cc1Cl)NNC(=O)c1ccccc1F,0.4,2,0,5,-8,0,-20,-5
CC(=O)Nc1ccc(S(=O)(=O)NC(CC(=O)NCCC2=CCCCC2)C(C)C)cc1 (stereo unspecified),-4.5,-9,3,-2,-15,14,-6,-1
COc1cc(C(C)=O)ccc1OCC(O)CN1CCN(c2ccccc2)CC1 (stereo unspecified),-1.3,-2,0,0,20,14,-2,-4
CSC(SC)=C(C(C)=O)C(=O)c1ccc(C)cc1,5.2,0,2,0,4,14,-10,-13
COC(=O)c1cc(S(=O)(=O)NCC2CCN(Cc3cccc(F)c3)CC2)c[nH]1,-1.6,-2,-1,2,-9,6,-10,-1
O=C(CCN1C(=O)c2ccccc2C1=O)NC(=S)Nc1ccccc1Cl,1.9,1,-7,5,-7,3,8,-3
O=C(NCCCN1CCCCCC1)C1CC(=O)N(CCc2ccccc2)C1 (stereo unspecified),-1.1,-13,-4,2,5,56*,0,-15
CN(C)CCCNC(=S)N(Cc1cccs1)Cc1cc2cc3c(cc2[nH]c1=O)OCCO3,-1.8,-3,-3,0,10,-385,-4,-5
COC(=O)c1ccc(C2C(C(=O)c3ccco3)=C(O)C(=O)N2c2cc(C)on2)cc1 (stereo unspecified),-1.7,-5,1,-5,-3,-7,-9,2
CN(C)c1ccc(C(=S)N2CCOCC2)cc1,3.4,3,-4,8,-9,29,-3,-5
CC1CCN(C(=O)Cn2c(=O)n(CCCC(=O)NCc3ccco3)c(=O)c3sccc32)CC1,-1.0,-2,-1,-5,-1,5,5,-4
CCOc1ccc(S(=O)(=O)Nc2ccncc2)c(C)c1C,-0.1,-8,8,-8,-1,14,-4,-9
CC1C/C(=C/c2ccccn2)C(=O)/C(=C/c2ccccn2)C1 (stereo unspecified),0.8,-6,0,-1,23,-16,1,9
O=S(=O)(c1ccc(F)cc1)N1CCC(N2CCCC2)CC1,-0.9,-6,-2,1,-2,6,-4,-3
Cc1ccc(NC(=O)c2cccc(Oc3ccc([N+](=O)[O-])cc3)c2)c(C(=O)O)c1,5.8,21,3,2,-2,16,42,9
CC(C)(C)C(=O)N1CCN(CCN2C(=O)c3cccc4cccc(c34)C2=O)CC1,0.5,-1,-1,-17,-22,-4,-8,-12
O=C(CSc1nnc(CCCOc2ccc(Cl)cc2Cl)o1)Nc1ccc(C(=O)O)cc1,-0.5,-1,-12,12,-16,12,2,-3
